# phage Ecoli inh: growth loss of phage-infected E. coli, primary screen, RecBCD inhibitor project, absorbance, with phage, HTS; inhibition, % at 11.9 µM; 360,000 compounds, 0.26% hits; AID 651602, 2012; in the data active means inhibition above about 11%
# Active calls of the source: *. A portion of the library. The share of hits here may be higher or lower than overall.
phage Ecoli inh,mol
0.1,CC(C)NC(=O)c1cc(C2CCCCN2C(=O)c2ccc(C#N)cc2)on1 (stereo unspecified)
0.1,O=c1[nH]cc(F)c(=O)n1C1OC(CO)C(O)C1O (stereo unspecified)
1.2,Cc1cc(OC(=O)NCCc2ccc(F)cc2)ccc1F
2.2,COC(=O)[C@@]12C[C@@H](CC(=O)N3CCC(c4ccccc4)CC3)C(=O)N(Cc3ccccc3)C1=CCC(C)(C)C2
0.5,CCc1cc2c(nc1CC)CCCN2Cc1ccccc1C(F)(F)F
-0.9,NC(c1csc(NC(=O)Nc2cccc(Cl)c2)n1)c1ccccc1Cl (stereo unspecified)
1.5,OC[C@@H]1CN(Cc2ccccc2)C[C@H](n2cnc3c(NCc4ccc(F)cc4)ncnc32)O1
0.7,CC(=O)Nc1ccc(NC(=O)C2(C)Cc3c(-c4ccc5c(c4)OCO5)ccnc3O2)cc1 (stereo unspecified)
0.9,CCCc1c(-c2ccc(F)cc2)ncn1CCc1ccccc1OC
-0.7,CCOC(=O)N(C)C[C@H]1OCc2cnnn2CCCC(=O)N([C@H](C)CO)C[C@@H]1C
1.9,CCCS(=O)(=O)NC(=O)C1(C)CCN(C(=O)c2c(C)noc2C)C1 (stereo unspecified)
2.1,CCOC(=O)c1cc(OC)c2cccc(CN3CCCC(C)(C(=O)NCCOC)C3)c2c1 (stereo unspecified)
1.8,COC(=O)c1ccc2nc(-c3ccco3)c(Cc3ccc(OC)cc3C)n2c1
1.0,CCCCc1c(-c2ccccc2OC)ncn1Cc1cccc(F)c1F
1.4,COc1cc(F)ccc1-c1csc(C(C)(NC(C)=O)c2ccccc2)n1 (stereo unspecified)
1.1,CC1(C(=O)O)CCN1C(=O)c1cccnc1Oc1ccccc1 (stereo unspecified)
2.3,Cc1ccc(S(=O)(=O)Nc2ccccc2NS(=O)(=O)c2ccc(C)cc2)cc1
3.7,COc1cccc(-c2nc3nc(C)cc(C)n3c2Nc2c(C)cccc2C)c1
4.0,O=S1(=O)CC(N2CCN(CC3CC3)CC2)CN1Cc1cn(Cc2ccccc2C(F)(F)F)nn1 (stereo unspecified)
1.9,CC1(C(=O)NS(=O)(=O)c2ccccc2)CCN1C(=O)c1cccc2ccccc12 (stereo unspecified)
0.5,COCCCNC(=O)c1csc([C@@H]2O[C@H](CO)[C@H](O)[C@H](O)[C@H]2O)n1
3.4,CC1(C(=O)NS(=O)(=O)c2ccccc2)CCN1C(=O)CC1CC1 (stereo unspecified)
-0.9,OC(c1cccc(Cl)c1)c1ncc(-c2ccccc2Cl)[nH]1 (stereo unspecified)
7.7,Cc1ccc2ccc(C(Nc3ccccc3)c3ccc(F)cc3)c(O)c2n1 (stereo unspecified)
0.2,CC(C)(C)c1ccc(S(=O)(=O)NC(=O)C2(C)CCN2C(=O)Cc2ccccc2Cl)cc1 (stereo unspecified)
0.8,COCC1OC(OC(C)C(O)c2cnc3nc(N)[nH]c(=O)c3n2)C(O)C(OC)C1O (stereo unspecified)
0.6,Cc1cccc(C)c1NC(=O)C1C(c2ccc3c(c2)OCO3)=Nc2ccccc2N1C(=O)c1ccccn1 (stereo unspecified)
2.4,Cc1ccc(S(=O)(=O)N2[C@H](CC(=O)c3cccc4ccccc34)OC[C@@H]2C(C)C)cc1
2.8,Cn1ccc2c(N3CCCCCCC3)cc3c(c21)C1CCC3O1 (stereo unspecified)
-0.3,CC(C)(C)OC(=O)N1CCCN(C(c2ccnc3ccccc23)c2nnnn2-c2ccc3c(c2)OCCO3)CC1 (stereo unspecified)
3.0,CC(=O)Oc1ccccc1Cn1c(C)c(C(=O)NCc2cccc(Cl)c2)sc1=O
3.2,O=C1c2[nH]nc(-c3ccccc3)c2C(c2ccc(F)cc2)N1Cc1ccccc1 (stereo unspecified)
0.1,Cc1ccccc1-c1cnc(C(O)c2c(C)cccc2C)[nH]1 (stereo unspecified)
-1.0,COCCCNC(=O)C[C@@H]1C[C@@]2(C(=O)OC)CCCCC=C2N(Cc2ccc(Cl)cc2Cl)C1=O
1.0,OC[C@@H]1CN(Cc2ccncc2)C[C@H](n2cnc3c(NCc4ccncc4)ncnc32)O1
2.9,C=C1C(=O)CC2=C1[C@](Cc1ccc(F)cc1)(C(=O)OC)N(C(=O)c1ccccc1)C2
5.3,COC(=O)C1=C(C)N(Cc2ccccc2C(F)(F)F)C(=NCc2ccc(C(F)(F)F)cc2)NC1c1cccc(C(F)(F)F)c1 (stereo unspecified)
4.9,O=C(NCc1ccccc1)[C@H]1CCCN1C(=O)[C@H]1CCCN1C(=O)c1cccc(F)c1
1.8,CC1(C(=O)NS(=O)(=O)C2CC2)CCCN(C(=O)c2cccc(OC(F)(F)F)c2)C1 (stereo unspecified)
1.3,O=C1c2[nH]nc(-c3ccccc3)c2C(c2cccc(C(F)(F)F)c2)N1c1ccccc1 (stereo unspecified)

# Not a retest: entries from further up.
phage Ecoli inh,mol
2.9,C=C1C(=O)CC2=C1[C@](Cc1ccc(F)cc1)(C(=O)OC)N(C(=O)c1ccccc1)C2
5.3,COC(=O)C1=C(C)N(Cc2ccccc2C(F)(F)F)C(=NCc2ccc(C(F)(F)F)cc2)NC1c1cccc(C(F)(F)F)c1 (stereo unspecified)
4.9,O=C(NCc1ccccc1)[C@H]1CCCN1C(=O)[C@H]1CCCN1C(=O)c1cccc(F)c1
1.8,CC1(C(=O)NS(=O)(=O)C2CC2)CCCN(C(=O)c2cccc(OC(F)(F)F)c2)C1 (stereo unspecified)
1.3,O=C1c2[nH]nc(-c3ccccc3)c2C(c2cccc(C(F)(F)F)c2)N1c1ccccc1 (stereo unspecified)

# Remaining list, next part:
phage Ecoli inh,mol
2.4,COc1cccc(C(NC(C)=O)c2nc(-c3cccc(C#N)c3)cs2)c1 (stereo unspecified)
2.9,CC1([N+](=O)[O-])COC(c2cccc3ccccc23)OC1 (stereo unspecified)
-0.2,COc1cc(OC)cc(-c2noc([C@@H]3O[C@H](CO)[C@H](O)[C@H](O)[C@H]3O)n2)c1
-0.5,Cc1ccc(S(=O)(=O)NC(=O)C2(C)CCN2C(=O)CC2CCCC2)nc1 (stereo unspecified)
5.5,Cc1nc2scc(-c3ccccc3)c2c(=O)n1N=C1C=CC(=O)C=C1
0.4,COc1cc(OC)cc(C2=Cc3ccc(OC)cc3C(CC(C)=O)N2c2ccc(C#CC3(N)CCCCC3)cc2)c1 (stereo unspecified)
2.5,CCC(C)CN1C(=O)CN(S(C)(=O)=O)CC1(C)C(=O)NCc1ccccc1 (stereo unspecified)
1.8,CSCCNC(=O)C1(C)CCN1C(=O)C/C=C/c1ccccc1 (stereo unspecified)
-0.7,COc1ccccc1Cc1c(-c2ccc(OC)c(OC)c2)nc2ccc(Cl)cn12
2.1,CCCCCNC(=O)C(c1ccccc1)n1c(=O)c(-c2cc3ccccc3[nH]2)nc2ccccc21 (stereo unspecified)
2.2,COC(=O)N1C[C@H](OCCCOCc2ccccc2)[C@H]2C[C@@H]1c1ccccc1O2
4.8,Cc1cc(C(O)c2ncc(-c3ccccc3C)[nH]2)ccc1F (stereo unspecified)
3.1,O=C(CCCCCn1c(=O)[nH]c2ccccc2c1=O)NC1CCCC1
3.1,O=S1(=O)CC(N2CCCC2)CN1Cc1cn(Cc2ccc(F)cc2)nn1 (stereo unspecified)
3.7,COc1cc(F)ccc1-c1csc(C(O)c2ccccc2)n1 (stereo unspecified)
2.7,CC1(C(=O)Nc2cccc(C#N)c2)CCN1C(=O)C/C=C/c1ccccc1 (stereo unspecified)
2.6,CC(=O)N[C@@H]1C=C[C@@H](CC(=O)NCc2ccc(Cl)cc2)O[C@@H]1CO
0.0,O=C(Nc1ccccc1Oc1ccccc1)[C@@H]1O[C@H](CO)[C@H](O)[C@H](O)[C@H]1O
1.9,O=C(NCc1cccnc1)c1cc(C2CCCCN2C(=O)c2ccc(Cl)cc2)on1 (stereo unspecified)
1.4,COc1ccccc1Cc1c(-c2ccc(C#N)cc2)nc2c(C)cc(Br)cn12
3.3,O=C(Nc1cccc2ccccc12)c1csc([C@@H]2O[C@H](CO)[C@@H](O)[C@H]2O)n1
3.0,O=C(CSc1nc2c(cnn2-c2ccc(F)cc2)c(=O)[nH]1)N1N=C(c2cccs2)CC1c1ccc(F)cc1 (stereo unspecified)
-1.8,COc1ccc(N2CCN(C(=O)C(=O)c3cccc([N+](=O)[O-])c3)CC2)cc1
1.0,Cc1cn([C@H]2C[C@H](O)[C@@H](/C=C/C(=O)N3CCN(Cc4ccc(F)cc4)CC3)O2)c(=O)[nH]c1=O
2.9,Cc1noc(C)c1C(=O)N1CCC1(C)C(=O)NS(=O)(=O)Cc1cccc(Cl)c1 (stereo unspecified)
3.4,COc1ccc(-c2csc(C(C)(O)c3cccnc3)n2)cc1 (stereo unspecified)
1.9,CNc1cncc(-c2ccc(NS(C)(=O)=O)cc2)n1
-2.0,O=C(Nc1ccc(Oc2ccccc2)cc1)c1ccc2sc([C@H]3C[C@H](O)[C@@H](CO)O3)nc2c1
0.6,COc1cccc(-c2cc(NC=O)c3ncc(-c4cc(OC)c(OC)c(OC)c4)n3c2)c1
2.7,COc1ccc(CCNC(=O)C(F)(F)F)cc1S(N)(=O)=O
0.6,O=[N+]([O-])c1ccc(Cl)c(CN2CCN(c3ncc(Cc4ccccc4)cn3)CC2)c1
2.6,Cn1nc(C(C)(C)C)cc1C(=O)N1CCCCC1c1cc(C(=O)Nc2cccc(C#N)c2)no1 (stereo unspecified)
2.9,COC(=O)C1=C(C)N(Cc2ccccc2C(F)(F)F)C(=NCc2cccc(C(F)(F)F)c2)NC1CCc1ccccc1 (stereo unspecified)
1.2,CC(=O)Nc1cccc(-c2ccnc3c2CC(C(=O)Nc2ccc4c(c2)OCO4)O3)c1 (stereo unspecified)
5.3,CC(=O)c1cccc(-c2ccnc3c2CC(C(=O)NCc2cccs2)O3)c1 (stereo unspecified)
1.3,CCCCNC(=O)c1ccc2nc(CC)c(N(CCC(C)C)CCN(C)C)n2c1
1.5,CCCCn1nnnc1C(c1cc2ccccc2o1)N(C)Cc1ccc(Cl)cc1 (stereo unspecified)
2.3,COc1ccc(S(=O)(=O)Nc2ccc3c(c2)C(=O)N([C@H](C)CO)C[C@H](C)[C@@H](CN(C)C)OCCCC[C@H](C)O3)cc1
2.9,OC[C@@H]1CN(Cc2ccc(Cl)cc2)C[C@H](n2cnc3c(NC4CCC4)ncnc32)O1
-1.7,CCOC(=O)[C@]12CCCC=C1N(Cc1ccc3c(c1)OCO3)C(=O)[C@H](CC(=O)N1CCOCC1)C2
1.6,O=C(Nc1cccc(OC(F)(F)F)c1)C1Cc2c(-c3ccco3)ccnc2O1 (stereo unspecified)
5.7,CC(=O)Nc1ccc(CNc2nc3cc(-c4ccsc4)sc3c(=O)n2C)cc1
3.8,O=C(/C=C/c1ccccc1)Nc1cccc(C(=O)NCc2ccccc2)c1
4.0,CCOC(=O)C1=CCN(S(C)(=O)=O)C1c1ccc(C)cc1 (stereo unspecified)
-1.2,COc1ccc(-c2ccc3c(n2)CCCN3S(=O)(=O)c2ccc(OC)cc2)cc1
1.8,CSCCC(C(=O)Nc1c(C)cccc1C)N1CCN(C/C=C/c2ccccc2)CC1 (stereo unspecified)
1.3,Clc1cccc(Cc2c(-c3ccccc3)nc3ccc(Cl)cn23)c1
-0.7,CC(=O)c1cccc(-c2cnc3c(NC=O)cc(-c4cccc(C(=O)N(C)C)c4)cn23)c1
0.9,CC(C)C[C@H]1COc2cc(N3CCC[C@@H]3CO)ccc2S(=O)(=O)N1
2.1,CNc1cncc(-c2ccc(S(C)(=O)=O)cc2)n1
-1.3,CC(C(=O)NCc1ccccc1)n1c(Cc2cc(F)cc(F)c2)nc2ccccc21 (stereo unspecified)
6.3,O=C(C(=O)N1CCN(c2ccccc2)CC1)c1ccncc1
2.7,COc1ccc(Br)c(Cn2c(C)c(C(=O)N(C)Cc3ccc(F)cc3)sc2=O)c1
3.8,C=CCN(CC=C)Cc1cc(=O)oc2cc(C)ccc12
-2.5,COc1ccccc1CNC(=O)Nc1nc(C(N)CCc2ccccc2)cs1 (stereo unspecified)
1.8,O=C1NC[C@@H](CCCCN2C[C@H](Cc3ccc(O)cc3)N(CCc3ccccc3)C(=O)C2=O)N(CCc2ccccc2)C1=O
0.9,Cc1cccc(C)c1-n1nnnc1C1(C)CCC(=O)N1CCc1ccc(O)cc1 (stereo unspecified)
-0.4,COc1ccc(-c2nc3c(C)cc(Br)cn3c2Cc2ccccc2)cc1OC
-2.2,COC[C@H]1CCCN1c1ccc2c(c1)O[C@@H](COCc1ccccc1)CN([C@H](C)c1ccccc1)S2(=O)=O
1.2,O=C(NN=Cc1ccco1)C(=O)Nc1ccc(Cl)c([N+](=O)[O-])c1

# Further entries:
phage Ecoli inh,mol
3.6,Cc1ccc(F)cc1C(=O)N1CCC1(C)C(=O)O (stereo unspecified)
1.3,CCCCc1c(-c2ccccc2OC)ncn1Cc1cc(F)cc(F)c1
0.9,COC(=O)C1(C)CCc2c(ccc3ccccc23)C1=O (stereo unspecified)
1.4,NC(=O)c1c(N)[nH]c(C(=O)c2ccccc2)c1-c1ccc2c(c1)OCO2
2.2,COc1ccccc1C(O)c1ncc(-c2cccc(C(F)(F)F)c2)[nH]1 (stereo unspecified)
2.3,CC(C)NC(=O)C1(C)Cc2c(-c3cccc(C(F)(F)F)c3)ccnc2O1 (stereo unspecified)
0.5,CCC(=O)N1CCC1(C)C(=O)Nc1ncc(C)s1 (stereo unspecified)

# Three entries out of the list above, ordered by the value under phage Ecoli inh, high to low.
phage Ecoli inh,mol
3.6,Cc1ccc(F)cc1C(=O)N1CCC1(C)C(=O)O (stereo unspecified)
1.4,NC(=O)c1c(N)[nH]c(C(=O)c2ccccc2)c1-c1ccc2c(c1)OCO2
0.9,COC(=O)C1(C)CCc2c(ccc3ccccc23)C1=O (stereo unspecified)

# Sorted by formula weight (low to high): 5 of the compounds above.
phage Ecoli inh,mol
0.9,COC(=O)C1(C)CCc2c(ccc3ccccc23)C1=O (stereo unspecified)
2.8,Cn1ccc2c(N3CCCCCCC3)cc3c(c21)C1CCC3O1 (stereo unspecified)
0.9,CCCc1c(-c2ccc(F)cc2)ncn1CCc1ccccc1OC
-1.3,CC(C(=O)NCc1ccccc1)n1c(Cc2cc(F)cc(F)c2)nc2ccccc21 (stereo unspecified)
2.9,Cc1noc(C)c1C(=O)N1CCC1(C)C(=O)NS(=O)(=O)Cc1cccc(Cl)c1 (stereo unspecified)
